Fluorescein autfl = compound autofluorescence in fluorescein spectral region; max fluorescein-equivalent concentration, M; actives 0.91% (n = 59,000); Compound autofluorescence, 480/540 nm, fluorescein-equivalent; hits give high values; in the data active means max fluorescein-equivalent concentration above about 10 nM; inconclusive means between about 1.1 nM and that limit
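Compounds were pin-transferred into 100 mM Tris buffer, pH 8.0, and incubated 15 min at room temperature. Fluorescence was read at 480 nm excitation/540 nm emission. Signals were normalized to an on-plate six-point fluorescein standard curve as dye-equivalent concentration.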
4-MU autofl = compound fluoresces in the 4-MU spectral region | compound autofluorescence, 340/450 nm, 4-MU equivalents; hits give high values | actives 11% (n = 59,000) | max dye-equivalent concentration, M; in the data active means max dye-equivalent concentration above about 10 nM; inconclusive means mostly about 1.1 nM to 9.6 nM
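Compounds in 100 mM Tris, pH 8.0, incubated 15 min at room temperature, then fluorescence read at 340 nm excitation/450 nm emission. Signal converted to 4-MU dye-equivalent concentration using an on-plate six-point 4-MU standard curve.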
ERK AVP inh = inhibitors of vasopressin-stimulated ERK signaling pathway | HEK293-V1b, vasopressin-stimulated pERK AlphaScreen | Potency, µM (doses to about 57.5 µM), inactives show top-dose activity, negative = inhibition, usual class: inhibitors | actives 0.99% (n = 72,000) | AID 995; further: potency means the concentration at half of the fitted maximal effect; on the % scale 0 is the no-effect control and ±100 the full control effect; nearly all actives have a fitted effect of over 55% in size
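HEK293 cells stably expressing V1b receptor, preincubated 30 min at 37 °C with compound, then stimulated 5 min with 25 nM vasopressin. Phospho-ERK by AlphaScreen SureFire after 5 h RT; normalized to DMSO and vasopressin; AC50 by Hill fit.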
Rhodamine fluor = compound fluoresces in the rhodamine spectral region; actives 0.05% (n = 59,000); AID 594; max dye-equivalent concentration, M; Rhodamine-region fluorescence, 547/598 nm, Tris buffer; hits give high values; in the data active means max dye-equivalent concentration above about 11 nM; inconclusive means between about 1.1 nM and that limit
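Steps: pin-transfer compounds into pH 8.0 Tris (100 mM), hold 15 min at room temperature, image with a 547/598 nm filter pair, and convert intensities to rhodamine-equivalent concentration using a six-point on-plate rhodamine series.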
Caspase-7 inhib = allosteric or competitive inhibitors of human caspase-7. P55210. recombinant caspase-7, Ac-DEVD-AFC fluorescence rate. Potency, µM (series often up to 57.5 µM), for inactives: at the top dose activity change, negative = inhibition, most hits filed as inhibitors. actives 0.02% (n = 75,000). AID 889; active means well fitted inhibition curve with a large enough effect in the main read-out, with a control signal flat, not every such curve was filed as active; inconclusive means small, poorly fitted or top-dose-only effect, or a change in a side signal; further: potency means the concentration at half of the fitted maximal effect; % of control where 0% means no effect
Target sequence (P55210 24-198 limits assumed): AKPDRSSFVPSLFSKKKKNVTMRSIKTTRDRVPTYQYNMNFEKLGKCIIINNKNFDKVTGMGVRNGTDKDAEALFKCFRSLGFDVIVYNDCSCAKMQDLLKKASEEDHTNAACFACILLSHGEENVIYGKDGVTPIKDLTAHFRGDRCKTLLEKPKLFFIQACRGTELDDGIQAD
Target sequence (P55210 207-303 limits assumed): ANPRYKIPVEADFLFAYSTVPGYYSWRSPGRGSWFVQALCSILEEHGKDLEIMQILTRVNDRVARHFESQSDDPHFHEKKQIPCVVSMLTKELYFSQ
Casp1 inh = allosteric or competitive inhibitors of human caspase-1; Potency, µM (doses to about 57.5 µM), inactives show at the top dose activity change, negative = inhibition, hits mostly inhibitors; actives 0.03% (n = 75,000); P29466; AID 900; Caspase-1 enzyme, Ac-WEHD-AFC fluorogenic rate;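 further: potency means the concentration at half of the fitted maximal effect; plate controls were vehicle for no effect and no substrate for full effect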
HEK293 cAMP cs = counter-screen for TSHR agonists: cAMP increase in parental HEK293; actives 2.5% (n = 73,000); Potency, µM (titrated, usually from 57.1 µM), for inactives: at the highest dose activation, usual class: activators; parental HEK293 CNG cAMP sensor, membrane potential fluorescence; AID 938; further: potency means the concentration at half of the fitted maximal effect; % of control where 0% means no effect; nearly all actives have a fitted effect of over 55% in size
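Parental HEK 293 cells stably expressing a modified CNG channel (no TSHR) report cAMP rise as membrane depolarization. Membrane potential dye with 100 uM RO 20-1724 was loaded for 60 min at room temperature, then compound added for 30 min; fluorescence read at 590 nm.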
Luciferase inh = inhibitors of firefly luciferase; P08659; Potency, µM (doses to about 57.1 µM), without a hit: at the highest dose activity change, negative = inhibition, actives largely listed as inhibitors; purified firefly luciferase, luminescence, 8 min; actives 2.2% (n = 72,000); further: potency means the concentration at half of the fitted maximal effect; on the % scale 0 is the no-effect control and ±100 the full control effect; nearly all actives have a fitted effect of over 40% in size
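Firefly luciferase (PKLight detection mix) with 10 uM ATP in pH 7.2 imidazole buffer (KCl, MgCl2, Tween 20, BSA). Compounds tested across a concentration series (qHTS). Luminescence read after 8 min at ambient temperature.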
A350 fluor = A350 region autofluorescence. Compound autofluorescence, 340/450 nm, Alexa 350 dye-equivalents; hits give high values. max dye-equivalent concentration, M. actives 11% (n = 59,000). AID 590; in the data active means max dye-equivalent concentration above about 10 nM; inconclusive means mostly about 1.1 nM to 9.6 nM
Tau fil binding = tau filament binding; P10636; recombinant tau filaments, thioflavin S fluorescence, 15 h; filaments grown with octadecylsulfate alongside compound; Potency, µM (doses to about 57.1 µM), for the others: top-dose activity change, negative = inhibition; actives 2% (n = 71,000); AID 596;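 further: potency means the concentration at half of the fitted maximal effect; on the % scale 0 is the no-effect control and ±100 the full control effect; actives lower thioflavin S fluorescence by blocking filaments or displacing dye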
Target sequence (P10636 whole entry, looked up): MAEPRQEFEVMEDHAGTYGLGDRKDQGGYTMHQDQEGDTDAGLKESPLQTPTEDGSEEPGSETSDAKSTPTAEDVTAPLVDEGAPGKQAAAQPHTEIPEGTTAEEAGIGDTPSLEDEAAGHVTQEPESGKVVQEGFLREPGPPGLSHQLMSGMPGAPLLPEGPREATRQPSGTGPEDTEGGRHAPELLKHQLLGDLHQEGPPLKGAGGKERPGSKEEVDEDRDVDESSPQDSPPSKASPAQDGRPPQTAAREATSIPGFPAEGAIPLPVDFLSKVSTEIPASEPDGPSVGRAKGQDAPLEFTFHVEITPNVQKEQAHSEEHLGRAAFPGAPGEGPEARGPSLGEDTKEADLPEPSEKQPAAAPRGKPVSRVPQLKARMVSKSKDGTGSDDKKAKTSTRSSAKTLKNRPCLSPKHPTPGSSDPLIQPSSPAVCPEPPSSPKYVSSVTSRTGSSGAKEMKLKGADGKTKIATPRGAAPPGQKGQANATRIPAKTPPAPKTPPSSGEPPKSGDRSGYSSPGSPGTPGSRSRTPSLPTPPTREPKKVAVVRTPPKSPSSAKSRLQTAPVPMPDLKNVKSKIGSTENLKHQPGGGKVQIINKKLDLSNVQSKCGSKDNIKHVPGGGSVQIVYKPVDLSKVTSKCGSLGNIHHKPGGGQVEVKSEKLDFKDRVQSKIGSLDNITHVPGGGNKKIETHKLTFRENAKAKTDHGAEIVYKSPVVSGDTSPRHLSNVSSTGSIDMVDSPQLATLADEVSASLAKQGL
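ThS-based fibril read: tau 1 uM final, inducer ODS 30 uM final, 37 C for 15 h, ex 450/em 510 nm.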
TexasRed autofl = compounds fluorescent in Texas Red spectral region. Compound fluorescence, Texas Red channel, 547/618 nm; hits give high values. max dye-equivalent concentration, M. actives 0.06% (n = 59,000); in the data active means max dye-equivalent concentration above about 10 nM; inconclusive means between about 1.1 nM and that limit
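Fluorescence at ex 547/em 618 nm, normalized against an on-plate Texas Red standard series to give dye-equivalent concentration per compound concentration. Buffer 100 mM Tris, pH 8.0; 15 min RT incubation before CCD imaging.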
An asterisk follows results filed as active; i = inactive; ? = inconclusive; / = no result given; & = joins results of further samples; [ ] = dose if it differs, or a comment. Unless noted, the call rests on the fitted dose curve; in most records, active means well fitted curve in the direction sought with a large enough effect; inconclusive means small, poorly fitted or top-dose-only effect, or another doubt; inactive means no such curve, though single readings can be large; an effect the other way counts as inactive or inconclusive. An excerpt; rates above refer to the full screens.

SMILES | Fluorescein autfl | 4-MU autofl | ERK AVP inh | Rhodamine fluor | Caspase-7 inhib | Casp1 inh | HEK293 cAMP cs | Luciferase inh | A350 fluor | Tau fil binding | TexasRed autofl
CC(=O)Nc1cc2c(cc1NC(=O)Cn1nc(-c3ccccc3F)ccc1=O)OCCO2 | i | i | -8% | i | 0% | -1% | 15% | -1% | i | -3% | ?
Cc1nnn(C23CC4CC(CC(C4)C2)C3)n1 | i | i | -5% | i | 0% | 1% | -1% | 1% | i | 13% | i
O=C(O)c1cnn2c1NC(c1cccs1)CC2C(F)(F)F (stereo not given) | / | / | 15% | / | 0% | -2% | 0% | -1% | / | 1% | /
CC(Oc1ccccc1Br)C(=O)N1CCc2ccccc21 (stereo not given) | i | i | 34% | i | -4% | -4% | ? | -5% | i | -7% | i
O=C(O)c1ccccc1CN1CCC[C@@H](C(=O)O)C1 | ? | i | 22%[11.5 µM] | i | 0%[11.5 µM] | -1%[11.5 µM] | 5%[11.4 µM] | 1%[11.4 µM] | i | 8%[11.4 µM] | i
O=C(NCc1ccco1)C(Cc1ccccc1)NS(=O)(=O)c1cccc2nsnc12 (stereo not given) | i | i | 7% | i | 0% | 0% | 4% | -1% | i | -6% | i
CCOC(=O)COc1ccc(S(=O)(=O)NCCC2=CCCCC2)cc1 | ? | i | -8% | i | 1% | 0% | 9% | 4% | i | -3% | i
COCCNC(=O)CS(=O)Cc1nc(-c2ccc(Cl)cc2)oc1C (stereo not given) | / | / | -20% | / | 0% | 0% | 11% | -7% | / | -16% | /
O=S(=O)(c1ccccc1)n1ccc2ccccc21 | / | / | -1% | / | 0% | -1% | ? | -6% | / | -6%[11.4 µM] | /
COc1ccc(-n2nnc3c(=O)n(CC(=O)N4CCCc5ccccc54)cnc32)cc1 | / | / | / | / | -1% | -7% | -1% | -1% | / | 124% | /
Cc1cccc(Nc2ncnc3nc[nH]c23)c1 | / | / | / | / | -2% | -4% | ? | -10% | / | 19% | /
Cc1ccccc1S(=O)(=O)Cc1ccc(C(=O)NCCCN2CCN(C)CC2)o1 | ? | ? | 10% | i | 1% | 0% | -5% | 3% | ? | -10% | ?

Three compounds out of the list above, sorted by their value in Caspase-7 inhib, largest number first:
smiles,4-MU autofl,Rhodamine fluor,Caspase-7 inhib,Casp1 inh,Luciferase inh,A350 fluor,Tau fil binding
O=S(=O)(c1ccccc1)n1ccc2ccccc21,/,/,0%,-1%,-6%,/,-6%[11.4 µM]
COc1ccc(-n2nnc3c(=O)n(CC(=O)N4CCCc5ccccc54)cnc32)cc1,/,/,-1%,-7%,-1%,/,124%
Cc1cccc(Nc2ncnc3nc[nH]c23)c1,/,/,-2%,-4%,-10%,/,19%

Returning to the listing, starting three compounds before the break.
SMILES | Fluorescein autfl | 4-MU autofl | ERK AVP inh | Rhodamine fluor | Caspase-7 inhib | Casp1 inh | HEK293 cAMP cs | Luciferase inh | A350 fluor | Tau fil binding | TexasRed autofl
COc1ccc(-n2nnc3c(=O)n(CC(=O)N4CCCc5ccccc54)cnc32)cc1 | / | / | / | / | -1% | -7% | -1% | -1% | / | 124% | /
Cc1cccc(Nc2ncnc3nc[nH]c23)c1 | / | / | / | / | -2% | -4% | ? | -10% | / | 19% | /
Cc1ccccc1S(=O)(=O)Cc1ccc(C(=O)NCCCN2CCN(C)CC2)o1 | ? | ? | 10% | i | 1% | 0% | -5% | 3% | ? | -10% | ?
Cc1ccc(N(C(C)C(=O)N2CCC(C)CC2)S(C)(=O)=O)cc1C (stereo not given) | i | i | 2% | i | 1% | 1% | 6% | 2% | i | -14% | ?
CC(C)[C@@H](OCc1ccccc1)[C@H](C)/C=N\O[C@@H](C)c1cn([C@H](CO)Cc2ccccc2)nn1 | / | / | 30%&18%[11.5 µM] | / | 0%&-2%[11.5 µM] | -1%&-4%[11.5 µM] | 18%&5%[11.4 µM] | 0%&2%[11.4 µM] | / | / | /
O=C(O)C1CCCCC1C(=O)NCCCc1ccccc1 (stereo not given) | i | i | -16% | i | 1% | -1% | 6% | 2% | i | -2% | i
O=C(C1CCN(S(=O)(=O)c2cccc3cccnc23)CC1)N1CCc2ccccc21 | i | i | 4% | i | -2% | -3% | 4% | 4% | i | -7% | i
COc1ccc(-n2c(=O)cnc3cnc(Nc4ccccc4)nc32)cc1 | i | i | -11% | i | -1% | -3% | 22% | 0%[11.4 µM] | i | -13% | i
O=C(CCNS(=O)(=O)c1ccc2c(c1)CCC(=O)N2)NCc1ccc2c(c1)OCO2 | i | i | 3% | i | -1% | -2% | -6% | 0% | i | -1% | i
Cc1[nH]c(N)nc(=S)c1CCC(=O)O | i | i | -1%[11.5 µM] | i | 2%[11.5 µM] | 7%[11.5 µM] | 10%[11.4 µM] | 0%[11.4 µM] | i | -3%[11.4 µM] | i
Nc1nc(SCC(=O)c2ccc(Oc3ccccc3)cc2)n[nH]1 | ? | i | -20% | i | -1% | -1% | -2% | -2% | i | 25% | i
C=C1CCO[C@@]2([C@H](O)[C@@](C)(O)CO)NC(=O)[C@]1(O)NC2=O | i | i | -20%[11.5 µM] | i | 1%[11.5 µM] | -2%[11.5 µM] | ? | 0%[11.4 µM] | i | -4%[11.4 µM] | i
CCN1CCc2c(C#N)c(NCc3ccccc3)nc(NCCO)c2C1 | ? | 4.3e-07M* | / | i | / | / | / | 3%[25.5 µM] | 5e-07M* | / | ?
COC(=O)N1CC(c2ccccc2)CC1=O (stereo not given) | i | i | -3% | i | 0% | 1% | 0% | 2% | i | 4% | i
O=C(CN1CCN(c2ccc(F)cc2)CC1)Nc1cccc(C(F)(F)F)c1 | ? | i | -18% | i | -3% | -3% | 26% | 5% | i | -4% | i
CCc1nc(SCCO)c2oc3ccccc3c2n1 | ? | ? | ? | i | 0% | 0% | 2% | -3% | ? | 6% | i
Cc1cccc(Cn2c(=O)c3c(nc4n3CCN4Cc3ccco3)n(C)c2=O)c1 | i | i | -22% | i | -1% | -1% | ? | 1% | ? | -4% | i
CCOc1cc2[nH]c(=O)n(CC3CCC(C(=O)NCCCOC)CC3)c(=O)c2cc1OCC (stereo not given) | i | i | 21% | i | -1% | -1% | 4% | 3% | i | 58% | i
O=C(c1cnccn1)N(c1ccccc1)C1(C(=O)NC2CCCC2)CCCCC1 | i | i | -2% | i | 0% | -1% | 12% | 3% | i | 1% | i
Cc1nn(C)c(C)c1S(=O)(=O)N(CC(=O)Nc1nccs1)c1ccc(C(C)C)cc1 | / | / | -28% | / | -5% | -3% | 9% | 1% | / | 111% | /
COCCn1c(SCC(=O)Nc2cccc(OC)c2)nnc1-c1ccc(Cl)cc1 | i | i | ? | i | -1% | 0% | 20% | 0% | i | -1% | i
Cc1ccccc1NC(=O)c1ccc(S(=O)(=O)N(C)C)cc1 | / | / | / | / | 2% | -4% | -1% | 1% | / | -8% | /
Cc1c(C(=O)N2CCN(c3ccc(F)cc3)CC2)sc2nc(-c3ccccc3)cn12 | i | i | 6% | i | 0% | -1% | 16% | 1% | i | 6% | i
c1ccc2c(c1)nc1n2CCN1CCNC1CCCCC1 | / | / | -18% | / | 1% | -2% | 4% | 3% | / | -6% | /
Cc1cc(OCC(=O)NCCO)cc(C)c1Cl | / | / | -1% | / | 1% | 1% | -1% | -5% | / | 26% | /
O=C(Cn1cnc2ccccc2c1=O)N1CCN(Cc2ccccc2)CC1 | i | i | -1% | i | 0% | 1% | 0% | -1% | i | 11% | i
CCOc1ccccc1NC(=O)CC1NCCNC1=O (stereo not given) | ? | i | 4% | i | 0% | 4% | 0% | 0% | i | -8% | ?
Cc1ncc(CO)c2c1OC(C)(C)OC2 | ? | i | -16% | i | -2% | 2% | -5% | 2% | ? | 6% | i
COc1ccc(-n2c(=O)c(CCc3ccccc3)nc3cnc(N(C)C)nc32)cc1 | i | 1.7e-08M* | -14% | i | -5% | -15% | 6% | 2%[11.4 µM] | 2.2e-08M* | -2% | i
CC(C)NC(=O)C1CCCN(S(C)(=O)=O)C1 (stereo not given) | i | i | 2% | i | 1% | -4% | 11% | 2% | i | -5% | ?
C=CCn1c(SCC(=O)Nc2ccc3c(c2)OCO3)nnc1-c1cc(Br)ccc1O | i | i | -25% | i | -5% | -1% | -2% | 1% | i | 7% | i
CC(C)CCn1c(=S)[nH]c2ncccc2c1=O | i | i | -1% | i | -3% | 0% | 7% | 2% | i | -1% | i
Cc1c(C(=O)NCc2cccnc2)oc2ccc(S(=O)(=O)N3CCCCCC3)cc12 | i | i | -18% | i | -3% | 0% | 11% | 1% | i | 7% | i
N#Cc1ccc(NC(=O)COC(=O)C2=COCCO2)cc1 | ? | i | 2% | i | 0% | 2% | 0% | 7% | i | 13% | i
OC1CC(c2ccco2)NC2(CCCCC2)C1 (stereo not given) | ? | ? | -2% | i | 0% | 4% | -1% | 1% | 1.4e-08M* | -6% | i
CSc1nnc(Cn2c(=O)sc3ccccc32)n1-c1cccc(Cl)c1 | ? | i | 22% | i | 0% | -2% | 20% | 0% | i | -11% | i
CN1CCN(CC(=O)N(C)c2nc(-c3ccccc3)cs2)CC1 | ? | i | -3% | i | 1% | -2% | 2% | 4% | i | 2% | i
Cc1cc(NC(=O)CSc2nc(C3CC3)nc3sc4c(c23)CCC(C)C4)no1 (stereo not given) | ? | i | -7% | i | -1% | 1% | 5% | -7% | i | -6% | ?

Assay outcomes (PubChem BioAssay)
